DT40 TDP1 CPT: DT40-hTDP1 cell growth loss with CPT | Potency, µM (highest dose often 46.2 µM), without a hit: at the highest dose activity change, negative = growth inhibition, actives largely listed as inhibitors | chicken DT40 Tdp1-/-;hTDP1 cells + 20 nM CPT, ATP luminescence, 48 h | AID 686979 | hit rate 12% among 420,000; further: nearly all actives have a fitted effect of over 55% in size
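Cell growth measured by CellTiter-Glo luminescence after a minimum 48 h, 37 C compound exposure with 20 nM CPT in Tdp1-knockout DT40 cells stably expressing hTDP1, seeded 400/well; qHTS titration format.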
TDP1 block: blocks human tyrosyl-DNA phosphodiesterase 1; Potency, µM (doses to about 130 µM), for inactives: at the highest dose activity change, negative = inhibition, hits mostly inhibitors; hit rate 0.28% among 350,000; AID 485290; recombinant TDP1, AlphaScreen DNA substrate cleavage; further: nearly all actives have a fitted effect of over 40% in size
Target sequence (Q9NUW8 whole entry, looked up): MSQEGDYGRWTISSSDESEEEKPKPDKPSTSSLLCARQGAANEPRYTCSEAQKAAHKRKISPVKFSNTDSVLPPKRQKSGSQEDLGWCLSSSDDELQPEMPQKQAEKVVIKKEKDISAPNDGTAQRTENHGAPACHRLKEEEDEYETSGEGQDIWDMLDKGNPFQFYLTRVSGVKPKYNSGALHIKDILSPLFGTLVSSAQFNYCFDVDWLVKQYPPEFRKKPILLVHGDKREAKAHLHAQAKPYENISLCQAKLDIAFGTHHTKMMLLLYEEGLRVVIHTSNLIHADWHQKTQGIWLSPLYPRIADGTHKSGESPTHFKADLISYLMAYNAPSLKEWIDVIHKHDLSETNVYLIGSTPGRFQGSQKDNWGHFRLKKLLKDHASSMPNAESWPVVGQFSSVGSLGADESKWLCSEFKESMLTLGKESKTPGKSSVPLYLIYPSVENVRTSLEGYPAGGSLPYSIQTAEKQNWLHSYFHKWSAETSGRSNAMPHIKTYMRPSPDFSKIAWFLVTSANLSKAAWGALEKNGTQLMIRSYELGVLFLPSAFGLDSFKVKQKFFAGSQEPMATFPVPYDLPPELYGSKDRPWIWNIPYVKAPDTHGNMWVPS
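E. coli-derived human Tdp1, 1 nM final. Cpd preinc 15 min RT; substrate 15 nM final, 5 min RT; AS bead mix 10 ug/ml final, 10 min RT. Signal loss = tyrosine-FITC cleavage. No-enzyme wells = max signal.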
DT40 TDP1 no CPT: qHTS for Inhibitors of human tyrosyl-DNA phosphodiesterase 1 (TDP1): qHTS in cells in absence of CPT | DT40 Tdp1-/- hTDP1 cells, no CPT, ATP luminescence, 48 h | Potency, µM (highest dose often 46.2 µM), for the others: at the highest dose activity change, negative = growth inhibition, actives largely listed as inhibitors | hit rate 15% among 420,000 | AID 686978, 2013; further: nearly all actives have a fitted effect of over 55% in size
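Growth kinetics read by CellTiter-Glo luminescence after ≥48 hr at 37 °C. Cells: DT40 Tdp1-/- stably carrying human TDP1, 400 per well, compound exposure in the absence of CPT (DMSO vehicle).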
Active calls of the source: *; ? = inconclusive; / = no result given; & = joins results of further samples; ! = repeats disagree; [ ] = remark or other dose. The call rests on the fitted dose curve; in most records, active means well fitted curve in the direction sought with a large enough effect; inconclusive means small, poorly fitted or top-dose-only effect, or another doubt; inactive means no such curve, though single readings can be large; an effect the other way counts as inactive or inconclusive. On the % scale 0 is the no-effect control and ±100 the full control effect; potency means the concentration at half of the fitted maximal effect. Not a hit list (roughly 18% active in at least one column).

Compound	DT40 TDP1 CPT	TDP1 block	DT40 TDP1 no CPT
O=C(O)c1cc(S(=O)(=O)N(Cc2ccccc2)c2ccccc2)ccc1Cl	15%	/	-1%
COc1ccc(N2CCN(C(=O)c3ccc4c(Cl)c5c(nc4c3)CCCC5)CC2)cc1	21µM*!	10%&4%	21µM*
CCc1ccc(C(=O)c2cncc(Br)c2)cc1	10µM*	0%	8.2µM*
C#CCOCCOCCOCCNc1nc(N2CCN(C(=O)[C@H](CCC(=O)O)n3cc(C(N)CC(C)C)nn3)CC2)nc(N2CCN(C(=O)[C@H](Cc3cc4ccccc4[nH]3)n3cc(C(N)CC(C)C)nn3)CC2)n1 (stereo not given in full)	-24%	4%	-13%
OC(c1cccc(OCc2ccccc2)c1)c1nnc(-c2ccccc2)o1 (stereo not given)	18µM*	3%	18µM*
O=c1c2c([nH]n1-c1ccccc1)CCSC2	?	/	1%
Cc1cc(Nc2ccc(C(=O)O)cc2)nc(N)n1	14%	/	-5%
O=C(COC(=O)c1ccc(Cl)nc1)Nc1nnc(-c2ccccc2)o1	-18%	4%[0.505 µM]	-6%
CCOC(=O)c1ccc(NC(=O)c2nc[nH]c2C(=O)NC[C@@H](C)O)cc1	6%	/	-22%
CC(C)(C)c1cn(-c2ccccc2)c(=S)[nH]1	20%	4%	-12%
CCCCc1cc(=O)oc2cc(OC3CCCCC3=O)ccc12 (stereo not given)	-11%	/	?
CCCCc1ccc(NC(=O)COC(=O)c2ccc3ncsc3c2)cc1	-6%	/	-17%
COc1ccc(OCCN2CCC(C(=O)NC(c3ccccc3)c3ccc4ccccc4n3)CC2)cc1 (stereo not given)	?	/	?
COc1ccc(N2C(=O)c3ccccc3NC2c2ccc(OC)c(COc3ccc(NC(C)=O)cc3)c2)cc1 (stereo not given)	?	3%	?
O=C1c2ccccc2C(=O)N1CCOc1ccc(F)cc1	13%	-1%	-5%
CCC(=O)N(Cc1cc2cc(OC)ccc2[nH]c1=O)c1cc(C)ccc1C	?	6%	-29%
Cc1cccc(NC(=O)CN(C)S(=O)(=O)c2cccc3cccnc23)c1C	?	/	?
CC(C)(C)c1ccc(-c2nc3n(c(=O)c2C#N)CCS3)cc1	14%	-1%	?
COC(=O)C1=C(C)N(c2ccc(C)cc2)/C(=C/c2ccc(O)cc2)C1=O	?	-1%	21µM*
COC(=O)c1c(NC(=O)CN2CCCc3ccccc32)sc(C)c1C	21µM*	8%	?
CC(=O)NC12CC3CC(C1)CC(C(=O)OCC(=O)c1cc(C)n(C)c1C)(C3)C2	16µM*	6%	?
O=C(c1cnn(C(=O)c2ccco2)c1)c1cc(Cl)cc(Cl)c1O	-23%	4%	-21%
O=C(Cc1ccccc1)N/N=C/c1cc(Br)c(Br)o1	4%	-2%	-9%
CC1CCc2nc(N)c(C#N)c(-c3cccn3C)c2C1 (stereo not given)	-21%	5%	?
COC(=O)[C@@]12CCCN1[C@H](c1ccc(-c3ccc(Cl)c(Cl)c3)cc1)[C@H]1C(=O)N(C)C(=O)[C@H]12	?	4%	12µM*
COc1ccccc1N(C)S(=O)(=O)c1ccc(C(=O)N2CCC2)cc1	?	-8%[0.505 µM]	?
CSc1ccccc1C(=O)NCC(c1ccco1)N1CCCCC1 (stereo not given)	-3%	5%	-19%
Cc1ccnc(NC(=O)CN(C)S(=O)(=O)c2cccc3nsnc23)c1	?	3%	7.3µM*
COc1ccc(N2CCN(C(=O)c3cc(-c4cccs4)nc4ccccc34)CC2)cc1	?	5%	?
COc1ccc(NC(=O)C2=C(C)C(=O)OC23CCN(C(C)C)CC3)cc1Cl	-6%	3%	-9%
CCCNC(=O)c1onc(CSc2nc3ccccc3[nH]2)c1C(=O)NCCC	3%	/	-30%
CCOC(=O)c1ccc2c(c1)nc(-c1ccccn1)n2CC	-17%	0%	?
COc1cc2ncc3c(-c4ccccc4)nn(CC(=O)NC4CCCCC4)c3c2cc1OC	15µM*	2%	15µM*
CC(C)N(Cc1nc(-c2ccccc2)no1)C(=O)COc1ccccc1	?	-3%	?
Cc1ccc(S(=O)(=O)N2CCC(n3nnc4cc(C)ccc43)CC2)cc1	2%	0%	-25%
NC(=O)CSc1nnc(Cc2csc(Nc3ccc(F)cc3)n2)n1Cc1ccccc1	-23%	7%	-25%
CCOC(=O)c1sc2nc(SCC(=O)N(CC)CC)n(CCCN3CCCC3=O)c(=O)c2c1C	18µM*	5%	-12%
COCCn1c(SCC(=O)N2CCCCC2)nc2c(c1=O)SCC2	-21%	1%	-7%
COc1ccc(CNc2ncnc3cc(Cl)ccc23)cc1OC	?	/	13µM*
COc1ccc(C(=O)COC(=O)CCn2c(C)csc2=O)c(OC)c1	-5%	/	4%

Arranged by number of heavy atoms (rising): some entries from above.
Compound	DT40 TDP1 CPT	TDP1 block	DT40 TDP1 no CPT
Cc1cc(Nc2ccc(C(=O)O)cc2)nc(N)n1	14%	/	-5%
CC(C)(C)c1ccc(-c2nc3n(c(=O)c2C#N)CCS3)cc1	14%	-1%	?
COc1ccccc1N(C)S(=O)(=O)c1ccc(C(=O)N2CCC2)cc1	?	-8%[0.505 µM]	?

The listing continues:
Compound	DT40 TDP1 CPT	TDP1 block	DT40 TDP1 no CPT
Cc1ccccc1-n1c(CSC(=N)N)nc2ccccc2c1=O	21µM*	1%	?
CCC1S/C(=C(\C#N)C(=O)NCc2ccco2)N(c2ccc(F)cc2)C1=O (stereo not given)	-15%	2%	-13%
CN(c1ncc(C(F)(F)F)cc1Cl)n1cc(C(N)=O)c2ccccc2c1=O	-12%	2%	?
COc1ccc(C(=O)NC(=S)N2CCN(c3ccccc3OC)CC2)cc1OC	-15%	1%	13%
O=C(N/N=C/c1cccs1)c1cccnc1	1%	-1%	23µM*
Nc1ccccc1-c1nnn(CC(=O)N2CCCc3ccccc32)n1	-1%	2%	-17%
CCOC(=O)c1cc2c(ccn2C)n1CC(=O)N1CCC(Cc2ccccc2)CC1	23µM*	12%	18µM*
Cc1nc2cc(C(=O)N3CCc4ccccc43)ccc2n1-c1ccc(F)c(F)c1	-21%	5%	?
CN(Cc1ccco1)c1nc(-c2ccc3c(c2)OCO3)nc2ccccc12	?	/	?
NC(=NCCc1ccccc1)NS(=O)(=O)c1ccc(F)cc1	-15%	-3%	?
CC(Oc1ccc(Br)cc1)C(=O)NCC(c1ccco1)N1CCCCC1 (stereo not given)	-24%	0%	?
COc1cc(-c2cc(=O)c3ccccc3o2)ccc1O	?	2%&5%	?
COc1ccc(CCNC(=O)C2CC3Cn4c(nc5ccccc54)C3N2C)cc1 (stereo not given)	-20%	4%	0%
CN(CC(=O)Nc1cccc(F)c1)C(=O)c1cccc(N2C(=O)CCC2=O)c1	2%	0%	3%
Cn1c(=O)cc(N2CCN(C(=O)c3ccco3)CC2)[nH]c1=O	-3%	/	-15%
CN1C(N)=NC(=O)/C1=C/c1ccccc1F	10%	6%	-4%
COc1ccc(NC(=O)C2CC2)cc1NS(=O)(=O)c1ccc(F)cc1	7%	7%	-14%
Cc1ccc(-n2ncc3c(=O)[nH]c(SCC(=O)N4CCN(c5ccccc5)CC4)nc32)cc1	?	-4%[56.1 µM]	?
Cc1ccc(C)c(N2CCN(C(=O)CCCn3c(=O)c4cccn4c4cccnc43)CC2)c1	?	5%	?
COc1cccc(Cn2c(=O)c(-c3ccc(Cl)cc3)nc3cnc(N(C)C)nc32)c1	7%	/	18%
CCCC(=O)Nc1nnc(Cc2ccccc2)s1	-10%	8%	-14%
O=C(NCCCN1CCOCC1)c1ccc(-n2nc(C(F)(F)F)cc2-c2cccs2)cc1	18µM*	3%	18µM*
CC(C)(C)OC(=O)N1CCC[C@H]1C(=O)N/N=C/c1ccc2ncccc2c1	4%	8%	-4%
COc1ccc(CCNC(=O)CNC(=O)Cn2ccc3ccccc3c2=O)cc1OC	13%	4%	0%
CSc1nc(N2CCOCC2)c2ccccc2n1	-9%	3%	-10%
Cc1ccc(C)c(S(=O)(=O)Nc2ccc3cn[nH]c3c2)c1	-18%	3%	?
O=C(COc1ccc2ccccc2c1Br)Nc1ccncc1	10µM*	-2%	7.3µM*
Nc1c(C(=O)c2cccs2)sc2nsc(SCCN3CCCCC3)c12	?	-2%	?
Cc1cccn2cc(CNC(=O)c3ccco3)nc12	-1%	0%	0%
Cc1ccccc1C(=O)Oc1ccccc1N1C(=O)C2CC=CCC2C1=O (stereo not given)	8%	3%	1%
COc1ccc(-c2nc(CS(=O)CC(=O)NC3CCCC3)c(C)o2)cc1 (stereo not given)	?	4%	-8%
COCCNC(=O)CSc1cn(CC(=O)N2CCCCCC2)c2ccccc12	?	0%	0.52µM*
CC(C)(C)NC(=O)Cn1c(SCC(=O)N2CCCCCC2)nc2ccccc21	-18%	4%	-18%
CCC(=O)Nc1nc2ccccc2n1Cc1ccccc1C	15µM*	7%	15µM*
COc1ccc(CN2CCCCCC2)c(C)c1C	-15%	0%[56.1 µM]	-21%
CC(Oc1ccccc1F)C(=O)NNC(=O)CC(C)c1ccccc1 (stereo not given)	7%	/	-3%
C=CC(=O)c1ccc2ccccc2c1	2.9µM*	18%&21%	2.3µM*
C/C(N)=C(/C#N)C(=O)COC(=O)C1CCN(S(=O)(=O)c2cccs2)CC1	-3%	-14%	-26%
Cc1cccc(C2NS(=O)(=O)N=C2N)c1 (stereo not given)	-6%	2%	1%
Cc1nc2ccccc2c2c(N)c3ccccc3n12	?	-12%	21µM*
Cc1ccc(-c2onc3ccc(C(=O)/C=C/N(C)C)cc23)cc1	?	/	?
CCOC(=O)[C@H]1[C@H]2COc3ccc(Cl)cc3[C@@H]2N2C(=O)c3ccc(F)cc3NC(=O)[C@@]12C	?	0%	?
Cc1cc(F)ccc1S(=O)(=O)N1CCCOC1CNC(=O)C(=O)NCc1cccnc1 (stereo not given)	-3%	2%	1%
CCN(CC)C(=O)C1CCCN(c2ccc([N+](=O)[O-])cc2[N+](=O)[O-])C1 (stereo not given)	-15%	5%	?
O=C(C1=C[C@H](c2csc3ccccc23)C[C@H](OCCCCO)O1)N1CCN(Cc2ccc3c(c2)OCO3)CC1	?	4%	?
CSc1ccc(CNC(=O)C2CCC(=O)N(CC3CCCCC3)C2)cc1 (stereo not given)	?	/	?
COC(=O)[C@@]12C[C@@H](CC(=O)NCc3ccc(OC)c(OC)c3)C(=O)N(Cc3ccc4c(c3)OCO4)C1=CCC(C)(C)C2	15µM*	/	26µM*
CC(C)(C)CC(=O)NCCCCCCNC(=O)CC(C)(C)C	-18%	-3%	-9%
CCCCNC(=O)CSc1nc2nc(C)c(Cc3ccccc3C)c(C)n2n1	?	0%	?
O=[N+]([O-])c1cn(Cc2ccc(Cl)cc2)cn1	5%	-3%	-14%

Record cards (already shown).
`CC(C)(C)CC(=O)NCCCCCCNC(=O)CC(C)(C)C` as listed: DT40 TDP1 CPT = -18%; TDP1 block = -3%; DT40 TDP1 no CPT = -9%
`CCCCNC(=O)CSc1nc2nc(C)c(Cc3ccccc3C)c(C)n2n1` as listed: DT40 TDP1 CPT = ?; TDP1 block = 0%; DT40 TDP1 no CPT = ?

Later entries
Compound	DT40 TDP1 CPT	TDP1 block	DT40 TDP1 no CPT
COc1ccccc1C(CC(=O)N1CCCC1)c1ccc2c(c1)OCO2 (stereo not given)	8%	-6%	?
CC(=O)NC(CC(=O)Nc1cc(Cl)ccc1-n1cncn1)c1ccccc1 (stereo not given)	-3%	-10%	-11%
Cc1cccc(NC(=O)C2CCCN(S(=O)(=O)c3c(C)n[nH]c3C)C2)c1 (stereo not given)	-6%	0%	?
COc1ccccc1NC(=O)c1ccc(COc2ccccc2Br)o1	-1%	/	-29%
O=[N+]([O-])c1cc(C(F)(F)F)cc([N+](=O)[O-])c1NCCN1CCNCC1	21µM*	/	21µM*
COc1ccc(CCN(CC(=O)NC2CCCC2)C(=O)Cn2nnc(-c3ccc(C)o3)n2)cc1OC	1%	4%	-1%
COc1ccc(S(=O)(=O)c2c(C)c(NS(=O)(=O)c3ccccc3)cc(C)c2O)cc1	?	3%&5%	?
COC(=O)c1ccc(NC(=O)c2ccc3nsnc3c2)cc1	2%	/	?
OC(COc1ccc(F)cc1)CN1CCN(c2ccccc2F)CC1 (stereo not given)	3%	/	?

As entered above.
Value for `NC(=O)CSc1nnc(Cc2csc(Nc3ccc(F)cc3)n2)n1Cc1ccccc1` in TDP1 block: 7%
Value for `O=[N+]([O-])c1cc(C(F)(F)F)cc([N+](=O)[O-])c1NCCN1CCNCC1` in DT40 TDP1 no CPT: 21µM*
Value for `CC(C)(C)c1ccc(-c2nc3n(c(=O)c2C#N)CCS3)cc1` in DT40 TDP1 CPT: 14%

Bioassay records from PubChem BioAssay.
